# MrgX1 PAM: positive allosteric modulators of MrgX1, primary screen, HEK293 cells, Fluo-4 calcium flux; Mas-related G-protein coupled receptor member X1 (Homo sapiens), Q96LB2; FDSS; active compounds read high; B-score at 10 µM; actives 0.63% (n = 310,000); AID 588675, 2011;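 active = plate-corrected calcium response at least 3 library SD above typical, normal starting fluorescence, not activating the receptor alone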;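 note: compound read alongside a low EC10 to EC30 dose of BAM8-22 agonist; peak minus trough fluorescence over baseline measured at the second addition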
# HIF act: HIF pathway transcriptional activators, primary screen, cell-based, U2OS HRE-luciferase, luminescence; U2OS HRE-luciferase reporter; normalized: DMSO 0%, desferrioxamine 100%; activation, % at 7.5 µM (by protocol); actives 0.32% (n = 300,000); AID 1910, 2009;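 active = mean activation of at least 10% of the iron chelator positive control signal, with at least half of replicates also reaching 10%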
# TRPC6 inh: mouse TRPC6 channel inhibitors, primary screen, cell-based, HEK293, membrane potential dye; actives 1.1% (n = 310,000); Short transient receptor potential channel 6 (Mus musculus), Q61143; AID 2553, 2010; ACh-evoked depolarization; active compounds read low; B-score at 10 µM;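 active = B-score under library mean minus 3 SD, initial fluorescence not abnormally high, positive integrated signal ratio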;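 note: B-score derived from integrated fluorescence ratio over the kinetic read; more negative B-score means stronger inhibition of depolarization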
# Target sequence (Q61143 whole entry, looked up): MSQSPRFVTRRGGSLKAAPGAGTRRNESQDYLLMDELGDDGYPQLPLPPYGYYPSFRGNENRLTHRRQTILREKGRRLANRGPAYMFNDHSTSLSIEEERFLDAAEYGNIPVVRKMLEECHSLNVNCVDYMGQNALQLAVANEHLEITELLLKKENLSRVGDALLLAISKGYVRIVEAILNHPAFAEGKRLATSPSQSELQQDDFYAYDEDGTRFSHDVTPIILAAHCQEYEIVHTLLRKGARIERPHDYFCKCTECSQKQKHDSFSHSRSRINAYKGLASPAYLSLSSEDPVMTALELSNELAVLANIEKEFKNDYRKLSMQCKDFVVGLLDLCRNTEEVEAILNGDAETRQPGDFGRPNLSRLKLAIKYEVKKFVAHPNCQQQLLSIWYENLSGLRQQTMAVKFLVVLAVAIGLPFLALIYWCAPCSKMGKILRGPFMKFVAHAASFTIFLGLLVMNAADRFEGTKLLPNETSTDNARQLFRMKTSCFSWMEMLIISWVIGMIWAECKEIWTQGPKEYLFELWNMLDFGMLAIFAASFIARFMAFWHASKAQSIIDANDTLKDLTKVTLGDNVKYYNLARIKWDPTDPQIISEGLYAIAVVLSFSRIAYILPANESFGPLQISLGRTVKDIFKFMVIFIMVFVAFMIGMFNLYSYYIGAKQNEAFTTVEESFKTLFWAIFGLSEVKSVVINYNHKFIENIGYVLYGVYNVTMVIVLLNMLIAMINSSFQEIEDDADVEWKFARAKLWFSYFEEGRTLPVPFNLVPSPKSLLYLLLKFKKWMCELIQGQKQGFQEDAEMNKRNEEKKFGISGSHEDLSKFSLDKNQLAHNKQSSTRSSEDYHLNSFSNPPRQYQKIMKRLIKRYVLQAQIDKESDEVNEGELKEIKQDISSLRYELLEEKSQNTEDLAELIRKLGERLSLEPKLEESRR
# PolyA inh: polyadenylation inhibitors in yeast reporter cells, primary screen, luminescence, S. cerevisiae; S. cerevisiae SKY197-pL101 polyadenylation reporter, beta-gal luminescence; efflux-impaired pdr1/pdr3 knockout yeast; score 100 = 6 SD above DMSO; calls only at 12 µM; actives 0.02% (n = 300,000);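 active = lowest replicate activity score at least 50, where 100 means six control SD above control mean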;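 note: yeast exposed to compound for 9 h at 30 °C; higher score means more reporter readthrough which indicates perturbed polyadenylation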
# TRPC4 potent: positive allosteric modulators of TRPC4, primary screen, cell-based, mouse TRPC4beta, HEK293 mu-opioid, Fluo-4 calcium. B-score at 10 µM. actives 0.42% (n = 310,000). Short transient receptor potential channel 4 (Mus musculus), Q9QUQ5. AID 2227, 2009. DAMGO EC20, Fluo-4 Ca2+ flux; active compounds read high;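 active = B-score of calcium response area above 5 SD of library B-scores, with initial fluorescence ratio within 5 SD of library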;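 note: B-score of integrated fluorescence ratio over time as area under calcium response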
# AI-2 QS mod: Vibrio harveyi AI-2 quorum sensing modulators, primary screen, JMH597 strain, luminescence/OD600 ratio. Vibrio harveyi JMH597 AI-2 luminescence/OD600 ratio, 9 h; active compounds read low; strain lacks LuxN and CqsS sensors; 0 = neutral-control median. activity change, % at 7.5 µM. actives 0.4% (n = 300,000). AID 2094, 2009; in the data active = activity change below about -75%, passing the limit was not always enough;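 note: luminescence divided by OD600 gain over 9 h not by final OD600 alone; inactives centre near 13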
# MrgX1 antag: antagonists of human MrgX1 receptor, primary screen, HEK293 cells, Fluo-4 calcium flux | Mas-related G-protein coupled receptor member X1 (Homo sapiens), Q96LB2 | BAM8-22 antagonism; active compounds read low | actives 1.3% (n = 310,000) | AID 588676, 2011 | B-score at 10 µM;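 active = calcium-response B-score plate-corrected more than 3 library SD below zero, starting fluorescence within 5 deviations, no agonist response on first addition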;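 note: peak minus trough fluorescence over baseline after final BAM8-22 challenge near maximal dose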
# TRPC4 agonist: activators of mouse TRPC4 channel, primary screen, Fluo4 calcium, HEK293 TRPC4beta/mu-opioid cells; Short transient receptor potential channel 4 (Mus musculus), Q9QUQ5; B-score at 10 µM; actives 0.49% (n = 310,000); Fluo4 calcium fluorescence; active compounds read high; AID 2237, 2010;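 active = B-score above 5 SD of library B-scores, and initial fluorescence ratio not above library mean plus 5 SD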;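 note: positive B-score marks a calcium rise read as TRPC4 activation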
#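 Assay system – TRPC4beta and mu-opioid receptor HEK293 stable cells · Measured by – Fluo4 fluorescence, kinetic · Schedule – dye loading 45 min room temperature, 110 s kinetic read · Read-out – B-scored integrated calcium fluorescence ratio · Controls – buffer and maximal DAMGO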
# TRPC4 block: inhibitors of mouse TRPC4 channel, primary screen, Fluo4 calcium, HEK293 TRPC4beta/mu-opioid cells; Short transient receptor potential channel 4 (Mus musculus), Q9QUQ5; DAMGO-evoked Fluo4 calcium flux; active compounds read low; B-score at 10 µM; actives 0.39% (n = 300,000); AID 2247, 2010;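 active = B-score over 3 SD under the library average, no early fluorescence shift, positive overall ratio signal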
#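 System: stable TRPC4beta/mu-opioid receptor HEK293 cells; Dosing: single-point compound dosing; Measured by: Fluo4 Ca2+ flux fluorescence; Read-out basis: per-well B score of integrated baseline-normalized Fluo4 ratio.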
# MrgX1 ag: agonists of human MrgX1 receptor, primary screen, HEK293 cells, Fluo-4 calcium flux. actives 0.44% (n = 310,000). AID 588627, 2011. B-score at 10 µM. Fluo-4 calcium fluorescence, agonist mode; active compounds read high;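 active = calcium response B-score plate-corrected fluorescence ratio at least 3 library SD, with starting fluorescence B-score inside 5 SD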
#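 Test system: HEK293 cells stably expressing human MrgX1 receptor; amount: 15,000 cells per well; doses: compound delivered in addition one of three; times: overnight plating before 1 h dye loading; detection: Fluo-4 NW calcium-flux fluorescence, kinetic read; read-out basis: B-scored fluorescence response ratio; controls: positive and negative controls per plate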
# TRPC6 act: mouse TRPC6 channel activators, primary screen, cell-based, HEK293, membrane potential dye | Short transient receptor potential channel 6 (Mus musculus), Q61143 | actives 0.13% (n = 310,000) | HEK293-TRPC6 membrane potential dye fluorescence; active compounds read high | B-score at 10 µM;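 active = B-score of the integrated fluorescence ratio above library mean plus 3 SD, and starting fluorescence ratio within library mean plus 5 SD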;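 note: higher score means more depolarization so channel activation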
# Numbers without * were called inactive; i = inactive; nt = no result given.
SMILES,MrgX1 PAM,HIF act,TRPC6 inh,PolyA inh,TRPC4 potent,AI-2 QS mod,MrgX1 antag,TRPC4 agonist,TRPC4 block,MrgX1 ag,TRPC6 act
CCOc1ccc(C(=O)Nc2cccc3ncccc23)cc1Cl,i,-0.1,i,i,i,-6,i,i,i,i,i
CCN(CC(=O)Nc1c(F)cccc1F)C(=O)c1ccc(N2CCCCC2)c([N+](=O)[O-])c1,i,-0.1,i,i,i,13,-4.6*,i,i,i,i
N=c1c(C(=O)NCCN2CCOCC2)cc2c(=O)n3ccccc3nc2n1Cc1ccc(F)cc1,i,0.7,-7.7*,i,i,10,i,i,i,i,i
CCCCCCCn1c(=N)n(CC(=O)c2ccco2)c2ccccc21,i,-0.2,-5.3*,i,i,0,i,i,i,i,i
CCOc1ccccc1NC(=O)CSc1ccc(-c2sc(C)nc2C)nn1,i,0.0,i,i,i,33,i,i,i,37*,i
C/C(=N\NC(=O)Cc1ccc(F)cc1)c1ccc(F)cc1,i,nt,i,i,i,25,-8.3*,i,i,i,i
COc1cc(C2=NOC(C(=O)N3CCCc4ccccc43)C2)cc(OC)c1OC (stereo unspecified),i,-0.1,i,i,i,32,i,i,i,i,i
Cc1cccc(N2CCN(C(c3ccccc3)c3nnnn3C(C)(C)C)CC2)c1C (stereo unspecified),i,-0.2,i,i,i,25,i,i,i,i,i
COc1ccc(C(C)C)cc1S(=O)(=O)Nc1ccc(Cl)cn1,i,0.1,i,i,i,48,i,i,i,i,i
Cc1cc(C(=O)N2CCN(Cc3ccc4c(c3)OCO4)CC2)cs1,i,0.4,i,i,i,9,i,i,i,i,i
Cc1cc(C)c2c(CC(=O)NCCc3ccccc3)coc2c1,i,0.5,i,i,i,39,i,i,i,i,i
CCCSc1n[nH]c(NC(C)=O)n1,i,0.2,i,i,i,14,i,i,i,i,i
c1ccc2c(c1)ncn2Cc1nnc2sc(-c3ccncc3)nn12,i,-0.2,i,i,i,7,i,i,i,i,i
CC(=O)NS(=O)(=O)c1ccc(NC(=S)NC(=O)C(C)C)cc1,i,0.2,i,i,i,10,i,i,i,i,i
Cc1cc(OCCCC(=O)N2CCCCC2)cc(C)c1Cl,i,0.6,i,nt,i,15,i,i,i,i,i
COc1ccc(C2C(CC(=O)O)=C(O)C(=O)N2c2ccccc2)cc1 (stereo unspecified),i,0.7,i,i,i,3,i,i,i,i,i
Cc1nc(=O)c(-c2ccccc2)c(C)n1-c1ccc(Br)cc1,i,-0.4,i,i,i,4,i,i,i,i,i
O=C(CSc1ncnc2ccccc12)NCCc1ccccc1,i,0.3,i,i,i,10,i,i,i,i,i
Cc1cccc(NC(=O)c2cc([N+](=O)[O-])ccc2NCC2CCCO2)n1 (stereo unspecified),i,-0.3,i,i,i,30,i,i,i,i,i
COc1ccc(OC)c(-c2cc(C(=O)Nc3ccc(F)cc3F)no2)c1,i,-0.2,i,i,i,-4,i,i,i,i,i
COc1cc(S(=O)(=O)Nc2ccc(C)cc2)ccc1N=Cc1c(C)c(C#N)c(=O)n(C)c1O,i,-0.1,i,i,i,24,i,i,i,i,i
CCCCNc1c([N+](=O)[O-])c(=O)n(C)c2ccccc12,i,-0.1,i,i,i,25,i,i,i,i,i
CC(=O)Nc1ccc(C(=O)NNC(=O)c2cccc(C)c2)cc1,i,-0.5,i,i,i,16,i,i,i,i,i
NC(=O)CSc1nnc(-c2cccnc2)n1CCc1ccccc1,i,-0.2,i,i,i,-4,i,i,i,i,i
Cc1cc2[nH]c(=O)c(=O)[nH]c2cc1S(=O)(=O)N1CCN(c2ccccc2)CC1,i,-0.1,i,i,i,37,i,i,i,i,i
C=CCN(CC=C)CCCOc1ccccc1C(=O)OC,i,-0.3,i,i,i,15,i,i,i,i,i
CCOC(=O)c1sc(-c2ccccc2)cc1NC(=O)c1ccc(S(=O)(=O)N(CCOC)CCOC)cc1,i,0.4,i,i,i,37,i,i,i,i,i
CCCCNC(=O)c1ccccc1NC(=O)c1ccccc1N(C)S(C)(=O)=O,i,-0.1,i,i,i,26,i,i,i,i,i
Cn1c(=O)oc2cc(S(=O)(=O)Nc3ccc(F)cc3)ccc21,i,-0.5,i,i,i,10,i,i,i,i,i
O=C(Nc1ccccn1)C1CCN(C(=O)Nc2ccccc2)CC1,i,0.0,i,i,i,27,i,i,i,i,i
COc1ccc(N2CCN(C(=O)CCCC(=O)c3ccccc3)CC2)cc1,i,0.2,i,i,i,8,i,i,i,i,i
Cc1cc(C)nc(NC(=O)CSc2nn(C)c(=S)s2)n1,i,-0.2,i,i,i,11,i,i,i,i,i
Cc1ccc(Cl)cc1NC(=O)C1CCCN(S(C)(=O)=O)C1 (stereo unspecified),i,-0.4,i,i,i,35,i,i,i,i,i
O=C(NCCCNC(=O)c1cccnc1)c1ccc(Cl)cc1,i,-0.4,i,i,i,22,i,i,i,i,i
Cn1c(=O)c2nc3ccccc3nc2n(C)c1=O,i,-0.5,i,i,i,15,i,i,i,i,i
COc1ccc(OC)c(S(=O)(=O)NCCS(=O)(=O)N2CCN(c3ccccc3)CC2)c1,i,0.1,i,i,i,9,i,i,i,i,i
CCC(=O)Nc1ccc(NC(=O)c2ccc3c(c2)OCO3)cc1,i,-1.8,i,i,i,7,i,i,i,i,i
Cc1ccc(SCCC(=O)NCC2CCCO2)cc1 (stereo unspecified),i,0.1,i,i,i,19,i,i,i,i,i
c1ccc(-n2nnc3cnccc32)cc1,i,-34,i,i,i,17,i,i,i,i,i
O=C(CSc1nnc(CNc2ccc(F)cc2)n1-c1ccccc1)N1CCOCC1,i,0.0,i,i,i,30,i,i,i,i,i
CCOC(=O)c1cccc(NC2c3ccccc3C(=O)N2Cc2ccco2)c1 (stereo unspecified),i,0.2,i,i,i,22,i,i,i,i,i
COc1ccc(/C=N/n2c(C)nc3ccccc3c2=O)cc1,i,0.1,i,i,i,28,i,i,i,i,i
CCCn1nc(NC(=O)COC)c2cc3cc(C)ccc3nc21,i,-20,i,i,i,20,i,i,i,i,i
O=C1CC[C@@H](C(=O)N2CSC[C@H]2C(=O)O)N1,i,0.1,i,i,i,18,i,i,i,i,i
CCCCS(=O)CC(COCc1ccccc1)OC(=O)CSc1nc(C)cc(C)n1 (stereo unspecified),i,-0.3,i,i,i,20,i,i,i,i,i
C/[N+]([O-])=C\C1C(=O)CCCC1=O,i,-0.1,i,i,i,25,i,i,i,i,i
N#Cc1cc(O)c(-n2nnc3ccccc32)cc1C#N,i,0.3,i,i,i,6,i,i,i,i,i
COc1ccccc1C(=O)NCCC(=O)NCc1cccs1,i,-0.5,i,i,i,37,i,i,i,i,i
COc1ccc(/C=N\NC(=O)c2cc3c(ccc4ccccc43)o2)cc1O,i,nt,i,nt,i,25,i,i,i,i,i
CC(Oc1cccc(Cl)c1)C(=O)Nc1cc(=O)n(C)c(=O)n1C (stereo unspecified),i,-0.2,i,i,i,13,i,i,i,i,i
CCC1SC(CC)C(=O)N(CC(=O)Nc2ccc3c(c2)OCO3)C1=O (stereo unspecified),i,-0.4,i,i,i,-26,i,i,i,i,i
CC(C)(C)C(=O)NC(=S)Nc1cc(C(F)(F)F)ccc1N1CCOCC1,i,-0.2,i,i,i,9,i,i,i,i,i
CC1CCCN(S(=O)(=O)c2ccc(C(=O)Nc3nnc(-c4ccccc4Cl)o3)cc2)C1 (stereo unspecified),8.7*,-0.4,i,i,i,11,i,i,i,i,i
COc1cc(CNc2nc3c(C)cc(C)cc3s2)ccc1O,i,0.8,i,i,i,20,i,i,i,i,i
Cc1cc(=O)n2nc(N3CCCC(C(=O)NCc4ccco4)C3)sc2n1 (stereo unspecified),i,-0.3,i,i,i,6,i,i,nt,i,i
CCN1CCN(c2cc(C)c3cc(NC(=O)CCC(=O)N4CCN(c5ccccc5OC)CC4)ccc3n2)CC1,i,1.3,i,i,i,19,i,i,i,i,i
Cc1nn(C(C)C(=O)NCCCN(Cc2ccccc2)C(C)C)c(=O)c2c1sc1ccccc12 (stereo unspecified),i,0.2,i,i,i,5,i,i,i,i,i
CN1CCN(C(=O)CSc2nc(-c3cccs3)cc(-c3cccs3)c2C#N)CC1,i,-0.9,i,i,i,7,i,i,i,i,i
CCn1c(-c2cccnc2)n[nH]c1=S,i,-0.1,i,i,i,36,i,i,i,i,i
Cc1ccccc1OCC(=O)N(Cc1nc(-c2ccccc2)no1)C(C)C,i,nt,i,i,i,18,i,i,i,i,i

# Part of the list above, limited to MrgX1 ag:
Structure | MrgX1 ag
Cc1cc(=O)n2nc(N3CCCC(C(=O)NCc4ccco4)C3)sc2n1 (stereo unspecified) | i
CCN1CCN(c2cc(C)c3cc(NC(=O)CCC(=O)N4CCN(c5ccccc5OC)CC4)ccc3n2)CC1 | i
Cc1nn(C(C)C(=O)NCCCN(Cc2ccccc2)C(C)C)c(=O)c2c1sc1ccccc12 (stereo unspecified) | i

# Compound activity as filed in PubChem.

# These rows are one share of the data, so the mix of outcomes need not match the whole.
